UBC9 SUMO inh = inhibitors of in vitro SUMOylation cascade, primary screen, biochemical, HTRF, uHTS. SUMO-conjugating enzyme UBC9 (Homo sapiens), P63279. HTRF SUMOylation assay, SAE1/SAE2 + UBC9. inhibition, % at 35 µM. 290,000 tested, 0.36% active. AID 2006, 2009; in the data active means inhibition above about 50%, passing the limit was not always enough; further: strong numbers were not always called active
Target sequence (P63279 whole entry, looked up): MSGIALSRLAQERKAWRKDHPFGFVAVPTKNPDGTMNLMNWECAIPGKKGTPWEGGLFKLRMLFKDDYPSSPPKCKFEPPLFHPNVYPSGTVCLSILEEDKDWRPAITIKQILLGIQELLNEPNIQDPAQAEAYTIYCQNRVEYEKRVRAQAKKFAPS
IDE act = human IDE activators in live cells, primary screen, fluorescence polarization, HEK cells, FAbeta-B substrate. activation, % at 5.96 µM. FAbeta-B cleavage; 0% vehicle, 100% cell-free pure enzyme wells. 340,000 tested, 0.073% active. AID 493087, 2011. Insulin-degrading enzyme (Homo sapiens), P14735;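 active means activation above the mean of all tested compounds plus 3 SD, set per screening campaign, cut at about 17% in these data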
PfM18AAP inh = PfM18AAP inhibitors, malaria aminopeptidase, primary screen, biochemical, QFRET, recombinant enzyme; M18 aspartyl aminopeptidase (Plasmodium falciparum 3D7); AID 1822, 2009; inhibition, % at 7.35 µM; 290,000 tested, 1.2% active; H-Glu-NHMec fluorogenic cleavage;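 active means inhibition above the campaign mean inhibition over all tested compounds plus 3 SD, cut at about 28% in these data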;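 further: 0% = plate median of test compound wells and 100% = 2 mM ZnCl2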
NS3 helicase inh = inhibitors of HCV NS3 helicase, primary screen, biochemical, Cy5 molecular beacon fluorescence; NS3 helicase DNA unwinding; inhibition, % at 10.9 µM; 290,000 tested, 0.56% active; AID 1800, 2009;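 active means inhibition above the mean of all tested compounds plus 3 SD, set per campaign, cut at about 35% in these data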;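 further: 0% = DMSO wells and 100% = thioflavine S control wells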
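System: HCV NS3 helicase fragment; control set: DMSO and thioflavine S; technique: Cy5 fluorescence at 0 and 60 min, beacon hairpin quenching; reagent: beacon DNA duplex substrate plus ATP; replicates: singlicate; schedule: 1 h reaction at 25 °C, ATP-initiated; medium: MOPS buffer pH 6.5 with MgCl2, DTT, Tween20, BSA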
FID counter = compounds displacing fluorescent DNA intercalator, primary screen, artefact control for HCV NS3 helicase inhibitor project, biochemical, FID fluorescence; DNA fluorescent intercalator displacement; inhibition, % at 7.9 µM; 290,000 tested, 0.17% active; AID 1845, 2009; in the data active means inhibition above about 37%;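 further: 0% = vehicle and 100% = reference compound; higher means more ethidium bromide displaced from hairpin DNA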
IDE cell inh = human IDE inhibitors in live cells, primary screen, fluorescence polarization, HEK cells, FAbetaB substrate; Insulin-degrading enzyme (Homo sapiens), P14735; FAbetaB cleavage; inhibition, % at 5.59 µM; 320,000 tested, 0.41% active; AID 434962, 2010;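 active means percent inhibition above the average of all tested compounds plus 3 SD, set per screening campaign, cut at about 16% in these data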;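 further: IDE supplied by intact live HEK cells; FP after avidin binding of uncleaved biotin substrate so inhibition keeps polarization high; 0% = DMSO wells and 100% = 60 µM reference IDE inhibitor Ii1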
VIM-2 inh = VIM-2 metallo-beta-lactamase inhibitors, primary screen, biochemical, epi-absorbance readout, Pseudomonas aeruginosa enzyme; inhibition, % at 5.6 µM; purified VIM-2, nitrocefin hydrolysis, epi-absorbance fluorescence; 290,000 tested, 0.89% active; AID 1527, 2009;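 active means inhibition above the mean of all tested compounds plus 3 SD, cutoff set per screening run, cut at about 7.5% in these data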;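 further: red hydrolysis product quenches plate fluorescence so inhibitors raise well fluorescence; 0% = enzyme with DMSO and 100% = DMSO without enzyme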
pCIP destab = p/CIP-EGFP fusion destabilizers, primary screen, fluorescence, F442A cells. Q05BA5. 16 h. AID 1984, 2009. decrease of EGFP signal, % at 10 µM. 290,000 tested, 0.01% active;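 active means EGFP signal decrease of at least 30% at 10 µM or well 3 SD below plate mean, unless failing retest; inactive means the rest, including hits failing retest or dose response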; further: some compounds called inactive have numbers as strong as hits; many of its hits are not listed in these tables
IMP-1 inhibitor = IMP-1 metallo-beta-lactamase inhibitors, primary screen, biochemical, epi-absorbance readout, Pseudomonas aeruginosa enzyme; 290,000 tested, 0.45% active; AID 1556, 2009; purified IMP-1, nitrocefin hydrolysis, epi-absorbance fluorescence; metallo-beta-lactamase IMP-1 (Pseudomonas aeruginosa); inhibition, % at 5.6 µM;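 active means inhibition above the mean plus 3 SD of all compounds in the same screening run, cut at about 4.5% in these data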;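 further: 0% = IMP-1 with DMSO and 100% = DMSO wells lacking enzyme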
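System: purified IMP-1 / Input: IMP-1 dispensed at 0.2 nM / Medium: 50 mM HEPES pH 7.1, 50 µM ZnSO4, 0.05% Brij 35 / Timing: 15 min enzyme–compound preincubation, then 25 min nitrocefin reaction, 25 °C / Technique: plate fluorescence quenching by hydrolysis product, ex 480/em 530 nm / Repeats: singlicate testing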
Numbers without * were called inactive; · = no result given; & = joins results of further samples.

SMILES	UBC9 SUMO inh	IDE act	PfM18AAP inh	NS3 helicase inh	FID counter	IDE cell inh	VIM-2 inh	pCIP destab	IMP-1 inhibitor
COc1ccc(S(=O)(=O)N(C)CC(=O)NCCN2CCOCC2)cc1	12	6	-10	-8	-4	-3	-1.9	4	-1.9
COCC(C)Nc1ncnc2c1cnn2-c1ccc(Cl)cc1 (configuration not stated)	10	-5	-3	-4	-13	4	-1.1	-9	-3.0
COCCNC(=O)C1CCN(S(=O)(=O)c2c(C)noc2/C=C/c2cccs2)CC1	12	6	-7	-7	-31	3	-2.5	-8	-2.7
c1ccc(C2=Nc3cccnc3C(c3ccccc3)=NN2)cc1	7	6	-8	4	-8	-1	0.2	5	0.7
COc1cccc(NC(=O)Cn2c(=O)n(C)c(=O)c3sc4c(c32)COC(C)(C)C4)c1	2	1	-7	0	-16	1	-0.8	5	-0.8
COc1ccc(CCNC(=O)c2cc3sccc3n2C)cc1OC	10	-5	-3	7	-21	12	-1.8	-2	0.6
Cc1ccc(S(=O)(=O)N2N=C3CCCCC3C2(O)C(F)(F)F)cc1 (configuration not stated)	5	3	-7	-7	-8	-1	-1.1	-1	-2.8
CN(C)c1oc(-c2ccco2)nc1C#N	10	4	5	5	-2	-1	-1.6	3	-3.2
O=C(NC1CCCc2ccccc21)c1cccc(Br)c1 (configuration not stated)	8	1	4	1	-5	0	-2.6	-18	-2.8
COc1ccc(CCn2c(N3CCN(C)CC3)nc3c2c(=O)[nH]c(=O)n3C)cc1	7	-4	4	8	-3	4	-0.5	-21	-2.0
C#CCSc1nnc(-c2ccccc2)c(=O)[nH]1	10	3	2	14	-2	-1	-3.1	-3	-3.9
COc1ccc(C2=NOC(COC(=O)c3ccc4ccccc4n3)C2)cc1 (configuration not stated)	9	-5	4	-4	-18	1	-2.2	-13	-3.2
COc1ccc(C(N)=O)cc1NC(=O)CC(O)(C(F)(F)F)C(F)(F)F	9	-5	5	0	0	-1	-1.8	-2	-4.2
COc1ccc(CNC(=O)Cc2csc(Nc3nc(=S)[nH]c4ccccc34)n2)cc1	35	4	-5	1	1	1	-2.6	-6	-3.2
C/C(=N\N1CCN(C2c3ccccc3-c3ccccc32)CC1)c1cccnc1	11	1	-4	-9	-8	0	-0.6	-10	-0.7
Cc1ccc(C)c(NC(=S)NCc2cccn2C)c1	22	·	-13	4	-5	2	-2.3	-8	-3.1
CC(C)c1nnc(NC(=O)C2CC(=O)N(CCc3ccc(F)cc3)C2)s1 (configuration not stated)	-11	2	4	2	-30	0	-0.6	-15	-3.5
COc1ccc(OCC(=O)NCc2cccnc2)cc1	-9	10	-5	4	0	0	0.4	-8	-1.2
CC(C)(C)N1C(=O)[C@H]2[C@@H](c3ccc(Br)cc3)N3C(=O)N(c4ccccc4)C(=O)[C@@]3(C)[C@H]2C1=O	4	-2	5	-23	-29	-2	-2.8	-4	-4.8
Cc1nn(CC(=O)NCCCN2CCN(C)CC2)c(=O)c2cc(-c3ccccc3)nn12	14	2	-2	-2	20	1	0.9	2	-1.7
Cc1cccc(C2NC(c3cccc(C)c3)C([N+](=O)[O-])C(C)(C)C2[N+](=O)[O-])c1 (configuration not stated)	3	3	1	-2	-1	9	-4.0	-4	-4.4
CN(C)CCn1c(=S)[nH]c2ccccc2c1=O	-8	4	-5	2	-2	4	-1.9	3	-4.0
COc1ccc(Cl)cc1NC(=O)c1nnn(CC(=O)Nc2ccc(C)c(C)c2)c1N	43	0	2	3	-2	0	-2.3	4	-1.6
O=C(COc1ccc(Cl)cc1)NCc1nnc(SCC(=O)NC2CCCC2)o1	12	7	-1	4	-13	2	-2.3	-20	-4.1
C#CCOCCOCCOCCNc1nc(N2CCN(C(=O)[C@H](CCC(=O)O)n3cc(C(N)CC(C)C)nn3)CC2)nc(N2CCN(C(=O)[C@H](Cc3cc4ccccc4[nH]3)n3cc(C(N)CC(C)C)nn3)CC2)n1 (some centres not stated)	-6	-1	4	-61	19	0	-4.4	3	-1.9
O=C(CCc1ccccc1)N1N=C(c2ccncc2)CC1(O)C(F)(F)F (configuration not stated)	-3	4	7	-4	-6	0	-2.2	-15	-2.9
O=C(C1CCCN(S(=O)(=O)c2ccc(F)cc2)C1)N1CCCCCC1 (configuration not stated)	8	3	2	1	-18	0	-0.6	-5	-2.4
O=CNC(=O)c1ccccc1C(=O)O	1	-2	1	3	2	2	-1.6	0	0.2
O=S(=O)(CC(CN1CCOCC1)N1CCOCC1)c1ccccc1 (configuration not stated)	4	2	-12	0	-3	-2	-1.8	-3	0.3
O=C(Nc1cccc(F)c1)Nc1ccnn1C1CCN(C(=O)c2ccccn2)CC1	-2	5	-1	-2	-16	-3	-3.8	11	-2.1
CCC(=O)Nc1ccc(C(=O)N2CCN(C(=O)c3ccco3)CC2)cc1	10	2	-13	4	-7	1	1.6	8	0.0
CCOc1ccccc1Nc1nnc(SCC(=O)Nc2nc(-c3ccc(OC)cc3)cs2)s1	-7	1	3	9	-4	5	-3.5	-14	-4.3
CC(C)CCNC(=O)CCS(=O)(=O)c1cccc2nonc12	14	2	-9	0	2	5	2.9	-3	-2.6
O=S(=O)(NCCSc1ccccc1)c1ccc(F)cc1	-16	-3	-9	0	-4	2	-3.9	0	-7.8
CC1=NN(C(=O)c2ccccc2Cl)C(O)(c2ccccc2)C1 (configuration not stated)	-5	3	14	4	-1	6	-4.7	-3	-3.2
FC(F)(F)c1cccc(NC(=S)N2CCN(c3ccccc3)CC2)c1	37	1	3	3	-2	4	-0.8	5	-2.9
CCNc1nc2ccccc2[nH]1	23	-2	5	-1	0	9	-5.1	-10	-0.1
COc1cc(C(=O)Oc2ccc3c(c2)OCC3=O)cc(OC)c1OC	-6	0	5	18	-9	7	-2.6	-13	-3.4
O=Cc1ccc(-c2ccc(Cl)cc2Cl)[nH]1	4	-1	4	6	3	-3	0.4	11	0.5
CN(C)C(=S)SCC(=O)NCc1ccc(F)cc1	-5	5	-3	4	-9	-5	1.3	-9	-1.4
CCCCc1cc(=O)oc2cc(C)cc(OCC(=O)N3CCC(C(=O)O)CC3)c12	26	1	0	1	-35	7	6.9	5	-1.3
CCOC(=O)C1=C(c2ccccc2)NC(=O)NC1c1cc(OC)c(OC)cc1OC (configuration not stated)	17	0	-8	-14	-24	-6	-2.4	-9	-2.1
O=C(c1ccc(NS(=O)(=O)c2ccccc2)cc1)N1CCOCC1	-1	3	-4	8	-1	5	-0.3	8	-0.3
O=C(CSCCO)Nc1ccccc1	-5	2	-8	3	0	-1	-3.0	-2	-4.0
CCCCCNC(=O)c1ccc2c(=O)n(CC3CCCO3)c(=S)[nH]c2c1 (configuration not stated)	0	5	-6	1	-4	2	-0.5	16	-2.6
CC(C)NC(=O)CSc1nc2[nH]ncc2c(=O)[nH]1	7	3	10	5	-15	4	-0.9	-10	-2.2
Cn1c(=O)c2c(nc(N/N=C/c3cccs3)n2Cc2ccc(Br)cc2)n(C)c1=O	-4	3	0	5	-2	0	-3.5	1	-5.5
CCOc1ccc(CCN2C(=O)c3cccnc3C2=O)cc1OCC	4	-1	0	-15	-3	-1	-1.6	5	-2.8
Cc1cc(C(=O)Nc2ccc(S(=O)(=O)Nc3onc(C)c3C)cc2)c(C)o1	0	-2	-11	13	-20	-2	-2.9	1	1.4
Cc1ccc(C(=O)Oc2cc(C)[nH]c(=O)c2[N+](=O)[O-])cc1	26	-1	-4	-4	11	-3	-3.0	5	-2.6

Retrieved by compound from the entries so far, 2 records:
SMILES	UBC9 SUMO inh	IDE act	PfM18AAP inh	NS3 helicase inh	FID counter	IDE cell inh	VIM-2 inh	pCIP destab	IMP-1 inhibitor
CCOC(=O)C1=C(c2ccccc2)NC(=O)NC1c1cc(OC)c(OC)cc1OC (configuration not stated)	17	0	-8	-14	-24	-6	-2.4	-9	-2.1
O=C(CSCCO)Nc1ccccc1	-5	2	-8	3	0	-1	-3.0	-2	-4.0

The list continues.
SMILES	UBC9 SUMO inh	IDE act	PfM18AAP inh	NS3 helicase inh	FID counter	IDE cell inh	VIM-2 inh	pCIP destab	IMP-1 inhibitor
CCOc1ccc(NC(=O)Cn2nnc(C(=O)NCc3ccc4c(c3)OCO4)c2N)cc1	9	1	-2	-12	-16	-2	-0.5	2	-0.5
CC(C)(CO)CNC(=O)CC1C(=O)NCCN1CC(c1ccccc1)c1ccccc1 (configuration not stated)	23	-3	1	4	-20	-7	-2.3	-20	-3.0
CCc1ccc(N(C(=O)c2snc(C(N)=O)c2N)C(C(=O)NC2CCCC2)c2ccco2)cc1 (configuration not stated)	10	0	-3	9	-37	-3	-1.4	1	-1.9
CCOc1ccccc1N(C(=O)c1snc(C(N)=O)c1N)C(C(=O)NC1CCCC1)c1cccs1 (configuration not stated)	9	-4	3	-8	-33	-5	-1.4	-10	-2.5
COc1ccc(/C=C(\NC(=O)c2ccccc2)C(=O)NCCN2CCOCC2)cc1OC	28	1	-16	-10	-2	0	-0.8	-6	-0.1
O=C(CNCc1cccs1)Nc1ccc(S(=O)(=O)N2CCCCC2)cc1	5	0	7	-2	9	2	-0.8	-9	-2.8
O=C(CN(Cc1ccccc1)C(=O)CNS(=O)(=O)c1ccc(F)cc1)NCC1CCCO1 (configuration not stated)	3	2	3	-15	-22	5	-4.2	0	-3.8
Cc1cccc(C(=O)NC(=S)Nc2cccc3nc(C)ccc23)c1	7	-4	11	-1	-42	2	-3.0	-4	-2.0
O=c1c(Cc2ccc(F)cc2)c(O)ccn1Cc1ccc(F)cc1	1	-2	2	-17	-4	1	-2.8	-2	-2.3
COc1ccc(-c2csc(NC(=O)CSc3ncn[nH]3)n2)cc1OC	1	2	66*	-2	-6	6	-2.7	-16	-3.1
CCOC(=O)c1ccc(NC(=O)c2ccccc2[N+](=O)[O-])cc1	2	-1	-5	-3	4	1	-2.1	4	-2.9
Cc1n[nH]c(=O)c2c(NC(=O)CSc3nc4ccccc4c(=O)n3C(C)C)oc(C)c12	2	-3	4	3	-3	7	-0.9	-15	-0.3
Cc1cc(C)[n+]2n1C(=O)C(c1ccccc1)=C2[O-]	14&2	3&0	-2&-1	1&7	-1&-2	4&3	-0.4&2.9	9&11	-2.0&-1.6
